All columns: NCI-60 one-dose screen, growth in % after 48 h at 10 µM unless noted; 100 = growth as untreated, 0 = no growth, -100 = all killed.
HOP-62 = HOP-62 NSCLC; hit rate 3.9% among 80,000; AID 1794735
EKVX = EKVX NSCLC | hit rate 3% among 71,000 | AID 1794765
RPMI-8226 = RPMI-8226 leukemia cells | hit rate 7.5% among 77,000 | AID 1794781
MOLT-4 = MOLT-4 leukemia cells; hit rate 6.9% among 80,000; AID 1794779
A549/ATCC = A549/ATCC NSCLC. hit rate 3.7% among 81,000
M14 = M14 melanoma. hit rate 6.2% among 80,000
HOP-92 = HOP-92 NSCLC cells | AID 1794738 | hit rate 6.3% among 71,000
CCRF-CEM = CCRF-CEM leukemia; AID 1794778; hit rate 7% among 77,000
* marks the source's active call; other numbers are inactive results; nt = not tested or not shown; [ ] = dose if it differs, or a comment. How the source made its calls: active means growth percent below 10; inactive means the rest. The order is random; about 13% have a hit in one of these screens.

(1) C=CC1CNCCC1CC(=O)OCC (centres undefined)
(2) c1ccc(CNCc2ccccc2)cc1
(3) CC1=NN(C(=O)c2cc(Cl)cc([N+](=O)[O-])c2)C(=O)C1N=Nc1ccccc1C(=O)O (centres undefined)
(4) CCCC(C(=O)OCCN1CCCC12CCCCC2)C1CCCC1 (centres undefined)
(5) CC1(C)C(=O)C(C)(C)C1=O

Screen / compound no.	1	2	3	4	5
HOP-62	102	88	94	70	114
RPMI-8226	101	79	99	87	103
MOLT-4	108	61	113	102	98
CCRF-CEM	100	88	107	96	98
HOP-92	95	111	106	83	nt
M14	110	95	103	99	103
A549/ATCC	93	108	95	74	105
EKVX	104	83	92	89	113

(6) c1ccc2c(c1)Nc1ccncc1S2
(7) O=C(CBr)c1cc2ccccc2c2ccccc12
(8) N#Cc1ccc(NS(=O)(=O)c2ccc(-c3ccc(Cl)cc3Cl)cc2)cc1
(9) CCc1nnc2sc(/C=C/c3cccc(C(F)(F)F)c3)nn12
(10) CC/C(=C\c1ccc2c(c1)COC2)c1nc2ccccc2c(=O)[nH]1

Screen / compound no.	6	7	8	9	10
HOP-62	98	100	87	108	102
RPMI-8226	nt	97	51	109	111
MOLT-4	142	90	82	105	89
CCRF-CEM	117	76	81	105	141
HOP-92	98	nt	46	107	nt
M14	95	96	94	104	112
A549/ATCC	100	96	82	90	95
EKVX	73	91	69	98	94

(11) CC1CCN(C(=O)OCc2nc3nc(Cl)nc(N4CCOCC4)c3[nH]2)CC1
(12) Cc1ccccc1N1CCN(CSc2ccccc2)CC1
(13) NCC(O)C(O)C(O)C(O)CO (centres undefined)
(14) O=C1C=C(S(=O)(=O)O)C(=O)c2ccccc21
(15) O=C(N/N=C/c1ccc(-c2ccc(O)cc2)s1)c1[nH]c2ccc(Br)cc2c1-c1ccccc1

Screen / compound no.	11	12	13	14	15
HOP-62	46	93	91	89	21
RPMI-8226	-30*	114	nt	83	-8.2*
MOLT-4	0.0*	93	101	99	-13*
CCRF-CEM	-7.2*	98	90	100	-8.5*
HOP-92	-49*	83	81	83	-25*
M14	-51*	101	94	101	9.8*
A549/ATCC	6.1*	111	78	93	24
EKVX	40	93	102	88	12

(16) CC(=O)C1OC1(C)C (centres undefined)
(17) CCOC(=O)C1CC2C=CC1C2 (centres undefined)
(18) CCOC(=O)N(Cc1ccccc1)C1CC1
(19) Cc1nn(-c2ccccc2)c(/N=C/N(C)C)c1/C=C/C(=O)c1ccc(Cl)cc1
(20) CCCCNC(=O)OCC

Screen / compound no.	16	17	18	19	20
HOP-62	105	95	101	93	nt
RPMI-8226	104	108	105	6.9*	107
MOLT-4	101	99	nt	61	103
CCRF-CEM	93	62	104	67	110
HOP-92	nt	96	101	78	91
M14	104	97	99	95	96
A549/ATCC	96	102	100	108	102
EKVX	nt	98	64	77	nt

Reprinted at random: two records from the list, in no set order.
(16) CC(=O)C1OC1(C)C (centres undefined)
(17) CCOC(=O)C1CC2C=CC1C2 (centres undefined)

Screen / compound no.	16	17
HOP-62	105	95
RPMI-8226	104	108
MOLT-4	101	99
CCRF-CEM	93	62
HOP-92	nt	96
M14	104	97
A549/ATCC	96	102
EKVX	nt	98

New compounds follow.
(21) CC/C(=C(/c1ccc(OCCN(C)C)cc1)c1ccc(OC(=O)CCCCCCCCC(=O)c2c(C)[nH]c(/C=C3\N=C(c4ccc[nH]4)C=C3OC)c2C)cc1)c1ccccc1
(22) CC(C)OC(=O)[C@H](C)N[P@@](=O)(OC[C@@]1(C)O[C@@H](n2ccc(N)nc2=O)C[C@@H]1O[P@](=O)(N[C@@H](C)C(=O)OC(C)C)Oc1ccccc1)Oc1ccccc1
(23) C=C(C)[C@@H]1CC[C@]2(C(=O)O)CC[C@]3(C)[C@H](CC[C@@H]4[C@@]5(C)C[C@@H](CC#Cc6ccc([N+](=O)[O-])cc6)[C@H](O)C(C)(C)[C@@H]5CC[C@]43C)[C@@H]12
(24) CCC(=O)c1c2c(c3ccc4c5ccccc5ccc4n13)C(=O)c1ccccc1C2=O
(25) COCCn1cc(-c2csc(-c3c[nH]c4ccc(Br)cc34)n2)c2cccnc21

Screen / compound no.	21	22	23	24	25
HOP-62	76	nt	35	82	45
RPMI-8226	48	115	21	96	22
MOLT-4	36	111	26	90	8.9*
CCRF-CEM	24	113	39	100	14
HOP-92	nt	125	51	117	2.1*
M14	39	98	56	25	14
A549/ATCC	50	98	23	32	23
EKVX	nt	107	30	71	37

At a glance, part of the list above:
(1) C=CC1CNCCC1CC(=O)OCC (centres undefined)
(2) c1ccc(CNCc2ccccc2)cc1
(3) CC1=NN(C(=O)c2cc(Cl)cc([N+](=O)[O-])c2)C(=O)C1N=Nc1ccccc1C(=O)O (centres undefined)
(4) CCCC(C(=O)OCCN1CCCC12CCCCC2)C1CCCC1 (centres undefined)

Screen / compound no.	1	2	3	4
HOP-62	102	88	94	70
RPMI-8226	101	79	99	87
MOLT-4	108	61	113	102
CCRF-CEM	100	88	107	96
HOP-92	95	111	106	83
M14	110	95	103	99
A549/ATCC	93	108	95	74
EKVX	104	83	92	89

The list continues:
(26) NC(CO)Cc1cnc[nH]1 (centres undefined)
(27) O=C1c2ccccc2C(=O)N1c1ccccc1
(28) CCOC(=O)c1ccc2c(c1)ncn2-c1cccc(O)c1
(29) CCCCOc1ccccc1N
(30) CC(C)OC(=O)[C@]12CCC(C)(C)C[C@H]1C1=CC[C@@H]3[C@@]4(C)C/C(=C/c5ccncc5)C(=O)C(C)(C)[C@@H]4CC[C@@]3(C)[C@]1(C)CC2

Screen / compound no.	26	27	28	29	30
HOP-62	97	97	114	nt	109
RPMI-8226	98	119	107	109	57
MOLT-4	78	103	100	106	60
CCRF-CEM	93	114	105	112	41
HOP-92	nt	104	106	73	80
M14	98	106	116	111	90
A549/ATCC	107	91	98	101	72
EKVX	100	93	100	98	84

(31) COc1ccc(-n2nc(C(=O)Nc3ccccc3OC)nc2-c2cc(OC)c(OC)c(OC)c2)cc1
(32) Cn1c(=O)c2c(nc3n2CCCN3CCc2ccccc2)n(C)c1=O
(33) CC(C)(C)NC(=O)Nc1ncccc1OCc1cccc(Cl)c1
(34) C#C[C@]1(O)CCC2C3CCC4=C(CCC(=O)C4)C3CC[C@@]21C (some centres undefined)
(35) Cc1cc2nc3c4ccc(Br)cc4n(CCN(C)C)c3nc2cc1C

Screen / compound no.	31	32	33	34	35
HOP-62	89	101	100	123	16
RPMI-8226	81	100	69	105	-30*
MOLT-4	62	102	89	99	3.3*
CCRF-CEM	74	107	84	100	13
HOP-92	70	93	82	144	35
M14	94	105	96	118	15
A549/ATCC	71	93	92	107	5.4*
EKVX	72	106	96	70	23

Just EKVX, for 3 of the compounds above:
No.	Molecule	EKVX
31	COc1ccc(-n2nc(C(=O)Nc3ccccc3OC)nc2-c2cc(OC)c(OC)c(OC)c2)cc1	72
35	Cc1cc2nc3c4ccc(Br)cc4n(CCN(C)C)c3nc2cc1C	23
34	C#C[C@]1(O)CCC2C3CCC4=C(CCC(=O)C4)C3CC[C@@]21C (some centres undefined)	70

(cont.)
(36) C=CCn1cc(C2C(Cl)C(=O)N2c2ccc(N3CCOCC3=O)cc2)c2ccccc21 (centres undefined)
(37) COc1ccc(C(=O)N2CCN(C(=O)c3cc(OC)c(OC)c(OC)c3)CC2)cc1OCCCN1C(=O)c2cccc3cccc(c23)C1=O
(38) CC#CC(=O)O
(39) CCn1c(SCC(=O)Nc2cccc(C(=O)/C=C/c3ccc(Br)cc3)c2)nc2ccccc2c1=O
(40) CCOC(=O)CCCCCCCCC(C)Br (centres undefined)

Screen / compound no.	36	37	38	39	40
HOP-62	89	116	95	99	92
RPMI-8226	96	49	111	5.5*	100
MOLT-4	77	30	92	98	100
CCRF-CEM	101	72	108	75	97
HOP-92	100	38	70	77	nt
M14	99	118	91	nt	102
A549/ATCC	109	99	100	78	101
EKVX	99	108	103	96	104

(41) C#Cc1cccc(NC(=O)Nc2cccc(N=C=S)c2)c1
(42) CCCCSc1nc(N/N=C/c2cc(Cl)ccc2O)c(C#N)c(-c2ccc(Cl)cc2)n1
(43) CC(=O)N(O)c1ccc(/C=C/c2ccccc2)cc1
(44) O=C1c2c(c3c4ccccc4[nH]c3c3ccc4ccccc4c23)C(=O)N1CCN1CCCCC1
(45) Nc1ncc(-c2ccccc2)c2ccncc12

Screen / compound no.	41	42	43	44	45
HOP-62	115[8.25 µM]	96	43	-12*	108
RPMI-8226	99[8.25 µM]	43	47	9.0*	63
MOLT-4	98[8.25 µM]	60	42	7.2*	79
CCRF-CEM	96[8.25 µM]	24	26	3.2*	126
HOP-92	106[8.25 µM]	75	-5.1*	53	79
M14	99[8.25 µM]	82	46	30	131
A549/ATCC	91[8.25 µM]	85	26	32	99
EKVX	100[8.25 µM]	70	nt	75	91

Along the list, quoted from above.
Nos. 41 to 45 in MOLT-4, in turn: 98[8.25 µM], 60, 42, 7.2*, 79
Nos. 41 to 45 in EKVX, in turn: 100[8.25 µM], 70, nt, 75, 91

(next part)
(46) CCCC(=O)NCCc1ccccc1
(47) CCCCNC(=O)NS(=O)(=O)c1ccc(N2N=C(c3ccc(OC)cc3)CCC2=O)cc1
(48) C[C@@H]1C(=O)[C@@H]2C[C@@H](O)[C@@H](O)C[C@]2(C)[C@H]2CC[C@@]3(C)C(=C12)CC[C@@H]3[C@@](C)(O)[C@H](O)CCC(C)(C)O
(49) CC(=O)OC(C)C[N+](C)(C)C (centres undefined)
(50) COc1cccc(OC)c1/C=C1\C(=N)N=C(SCc2nc3ccccc3[nH]2)NC1=O

Screen / compound no.	46	47	48	49	50
HOP-62	96	96	91	98	99
RPMI-8226	105	104	105	103	104
MOLT-4	114	102	87	92	107
CCRF-CEM	104	97	90	105	100
HOP-92	96	87	98	nt	nt
M14	101	105	105	125	112
A549/ATCC	106	108	93	102	106
EKVX	107	nt	113	114	108

(51) Cc1ccccc1SCCc1ccncc1
(52) COc1ccc(C2=NN(/C=C3\SC(=S)N(NC(=O)Cc4ccccc4Nc4c(Cl)cccc4Cl)C3=O)C(c3ccc(Cl)cc3)C2)cc1 (centres undefined)
(53) C=CC[N+]1(CC)CCN=C1CCCCCCCCCCCCCCCCC (centres undefined)
(54) C=C(C)[C@@H]1CC[C@]2(C(N)=O)CC[C@]3(C)[C@H](CC[C@@H]4[C@@]5(C)Cc6c([nH]c7ccccc67)C(C)(C)[C@@H]5CC[C@]43C)[C@@H]12
(55) COc1ccc(-c2nc3cc(C(=O)O)ccc3n2C2CCCCC2)cc1

Screen / compound no.	51	52	53	54	55
HOP-62	80	94	-95*	47	84
RPMI-8226	71	94	-55*	44	97
MOLT-4	76	97	-60*	51	91
CCRF-CEM	80	104	-59*	64	71
HOP-92	68	93	-58*	99	99
M14	102	100	-100*	78	105
A549/ATCC	65	94	-93*	42	94
EKVX	95	92	-76*	59	113

(56) Cc1ccc(C(N)=O)cc1
(57) O=C1c2cccc(S(=O)(=O)O)c2C(=O)c2cccc(S(=O)(=O)O)c21
(58) CC1(C)CC[C@]23CC[C@]4(C)[C@H](CC[C@@H]5[C@@]6(C)Cc7cn[nH]c7C(C)(C)[C@@H]6CC[C@]54C)[C@H]2[C@H]1OC3=O
(59) N#Cc1c(-c2ccccc2)n2c(nc1=O)SC(=O)C2
(60) Nc1cccc2nnccc12
(61) COc1cc(CNC(=O)/C=C/C=C/c2ccc3c(c2)OCO3)ccc1OCc1cn(-c2ccccc2[N+](=O)[O-])nn1
(62) O=C(O)C1C2C=CC(O2)C1C(=O)Nc1ccccn1 (centres undefined)

Screen / compound no.	56	57	58	59	60	61	62
HOP-62	101	107	104	92	77	115	94
RPMI-8226	110	118	103	96	100	96	103
MOLT-4	130	97	108	86	110	89	84
CCRF-CEM	129	115	106	95	93	100	91
HOP-92	172	102	81	94	94	101	68
M14	nt	97	108	104	95	100	98
A549/ATCC	105	104	93	nt	73	90	106
EKVX	112	106	88	104	105	94	102

Screening results as filed in PubChem BioAssay.
